IL1B secr inh – qHTS for Inhibitors of Inflammasome Signaling: IL-1-beta AlphaLISA Primary Screen | THP-1 LPS/ATP IL-1B secretion, AlphaLISA, 16 h; hits give low values | activity change, % at 57.5 µM | hit rate 4.7% among 360,000; in the data active means activity change below about -50%; inconclusive means mostly about -30% to -49%; further: on the % scale 0 is the no-effect control and ±100 the full control effect
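Secreted IL-1B measured by AlphaLISA bead assay after 16 h compound exposure of THP-1 cells; compounds (final up to 57.5 uM) added 1 h before LPS (250 ng/mL) and ATP (1.25 mM) stimulation; lower signal means less secretion.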
HT1080NT lethal – qHTS for induction of synthetic lethality in tumor cells producing 2HG: qHTS for the HT-1080-NT fibrosarcoma cell line. hit rate 1.6% among 360,000. Potency, µM (titrated, usually from 46.1 µM), without a hit: at the highest dose activity, negative = less viability, actives largely listed as cytotoxic. HT-1080-NT fibrosarcoma viability, CellTiter-Glo ATP luminescence, 48 h;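 further: NT is the 2HG producing partner of a matched IDH1 knockdown line; potency means the concentration at half of the fitted maximal effect; 0% = DMSO-treated cells and -100% = media-only wells without cells; nearly all actives have a fitted effect of over 55% in size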
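Fibrosarcoma NT cells, 750 per well in 5% FBS RPMI, were exposed to compound for 48 hours. Viability: CellTiter-Glo luminescence.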
HepG2 viability – qHTS for Inhibitors of TGF-b: Cytotox Counterscreen; HepG2 CAGA-GFP viability, ATP luminescence, 18 h; Potency, µM (titrated, usually from 46.1 µM), for the others: top-dose activity change, negative = cytotoxicity, hits mostly cytotoxic; hit rate 0.76% among 410,000; AID 588856, 2011; further: potency means the concentration at half of the fitted maximal effect; some results filed as inactive show a strong effect at the top dose
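CellTiter-Glo luminescence gave cytotoxicity after 18 hours at 37 degrees C. The cells were HepG2 CAGA-GFP in 1% FBS DMEM, stimulated with 500 pg/mL TGF-beta after compound addition. %Activity was normalised to no-cell wells (complete cell-killing) and DMSO (no toxicity), and curves were fitted and classified.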
SW480 rereplic – A quantitative high throughput screen for small molecules that induce DNA re-replication in SW480 colon adenocarcinoma cells; AID 624297, 2012; SW480 DNA re-replication, Hoechst DNA content imaging, 48 h; Potency, µM (series often up to 46.1 µM), without a hit: top-dose re-replication activation, hits mostly activators; hit rate 1.8% among 340,000; further: potency means the concentration at half of the fitted maximal effect; % of control where 0% means no effect; nearly all actives have a fitted effect of over 55% in size
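Compounds, transferred as 23 nL by pin tool, were incubated with cells for 48 hr; DNA content per nucleus was then quantified by Hoechst staining and fluorescence plate imaging.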
ATXN2 expr inh – Primary qHTS for Inhibitors of ATXN expression; AID 1745845, 2022; Potency, µM (series often up to 57 µM), without a hit: at the highest dose activity change, negative = inhibition, usual class: inhibitors; HEK-293 ATXN2-luciferase reporter, luminescence, 24 h; hit rate 0.72% among 360,000; further: potency means the concentration at half of the fitted maximal effect; on the % scale 0 is the no-effect control and ±100 the full control effect; nearly all actives have a fitted effect of over 55% in size
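ATXN2-luciferase reporter cells (luciferase flanked by upstream and downstream ATXN2 gene portions) were treated 24 h at 37 °C with compounds at up to 57 uM. SteadyGlo luminescence gave expression; GF-AFC fluorescence gave viability.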
S2 tox – Viability Counterscreen for Primary qHTS for Inhibitors of ATXN expression; S2 cells (HEK-293 line with an ATXN2-luciferase reporter) viability, CellTiter-Fluor protease fluorescence, 24 h; hit rate 0.49% among 400,000; Potency, µM (series often up to 56.7 µM), most hits filed as cytotoxic; further: potency means the concentration at half of the fitted maximal effect; nearly all actives have a fitted effect of over 40% in size
KB-3-1 cytotox – qHTS assay for MDR1-selective chemotherapeutics: Primary screen using the parental adenocarcinoma cell KB-3-1; KB-3-1 viability, CellTiter-Glo ATP luminescence, 72 h; Potency, µM (top dose mostly 46.1 µM), without a hit: at the highest dose activity change, negative = cytotoxic, hits mostly cytotoxic; hit rate 1.4% among 400,000; AID 1347075, 2019; further: potency means the concentration at half of the fitted maximal effect; on the % scale 0 is the no-effect control and ±100 the full control effect; nearly all actives have a fitted effect of over 60% in size
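Using CellTiter-Glo luminescence, growth of non-resistant KB-3-1 adenocarcinoma cells is assessed 72 h after pin-tool compound addition at 37 °C. Normalized responses across the concentration series yield fitted curves.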
MCF10A rereplic – A quantitative high throughput screen for small molecules that induce DNA re-replication in MCF 10a normal breast cells | MCF 10A DNA re-replication, Hoechst nuclear intensity, 48 h | AID 624296, 2012 | Potency, µM (series often up to 46.1 µM), for inactives: at the top dose activity, positive = re-replication, hits mostly activators | hit rate 2.9% among 350,000; further: potency means the concentration at half of the fitted maximal effect; % of control where 0% means no effect; nearly all actives have a fitted effect of over 50% in size
HT1080 IDH1KD tx – qHTS for induction of synthetic lethality in tumor cells producing 2HG: qHTS for the HT-1080-IDH1KD cell line; hit rate 2% among 360,000; Potency, µM (series often up to 46.1 µM), for inactives: at the highest dose activity, negative = toxicity, actives largely listed as cytotoxic; HT-1080 IDH1 knockdown viability, ATP luminescence, 48 h;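 further: potency means the concentration at half of the fitted maximal effect; 0% = DMSO wells and -100% = cell-free medium wells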
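% activity derives from luminescence (CellTiter-Glo), normalised to DMSO and no-cell wells. HT-1080-IDH1KD cells, 750/well, had 48 h compound exposure at 37 °C.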
An asterisk follows results filed as active; i = inactive; ? = inconclusive; · = not tested or not shown; & = joins results of further samples; [ ] = dose if it differs, or a comment. Unless noted, the call rests on the fitted dose curve; in most records, active means well fitted curve in the direction sought with a large enough effect; inconclusive means small, poorly fitted or top-dose-only effect, or another doubt; inactive means no such curve, though single readings can be large; an effect the other way counts as inactive or inconclusive.

SMILES	IL1B secr inh	HT1080NT lethal	HepG2 viability	SW480 rereplic	ATXN2 expr inh	S2 tox	KB-3-1 cytotox	MCF10A rereplic	HT1080 IDH1KD tx
CCc1cc(=O)oc2c3c(cc(OCC(=O)NC4CC4)c12)OC(C)(C)CC3	-18	-5%	-9%	9%	-15%	i	0%	4%	-9%
COc1cc(OC)cc(C(=O)NCCN2C(=O)S/C(=C\c3cccs3)C2=O)c1	-23	-18%	-3%	0%	·	?	-8%	10%	-19%
O=C(Nc1cc(-c2ccccc2)nn1-c1c(Cl)cccc1Cl)c1ccc(F)cc1	-25	-22%	10%	1%[9.22 µM]	-21%	i	12%	15µM*	-24%
COc1ccc(N2CCN(C(=O)c3cn(C)c4ccc(S(=O)(=O)N5CCOCC5)cc4c3=O)CC2)cc1	-1	11%	-1%&-29%	-29%	-1%	i	1%&7%	-8%	12%
CC(=O)Nc1cc2nn(-c3ccccc3)nc2cc1Cl	43	2%	-43%	4%	76%[activator]	i	15%	?	1%
Clc1ccc(OCc2nnnn2-c2ccccc2)cc1	-30	-2%	-3%	-7%	-2%	i	15%	-3%	-3%
CCCCCCCCS(=O)C1CCS(=O)(=O)C1 (stereo not given)	5	-4%	-26%	-3%	3%	i	-5%	6%	0%
COc1cc(OC)c(NC(=O)Cn2cnc3nc4c(cc3c2=O)CCCC4)cc1Cl	·	·	-2%	·	5%	i	0%	·	·
Cc1noc(C)c1CSc1nc2sc(C)c(C)c2c(=O)n1C1CCCC1	3	-1%	-19%	14%	·	·	-1%	18%	-2%
CSc1ccccc1C(=O)OCC(=O)Nc1ccc(N2CCOCC2)cc1	1	17%	6%	0%	3%	i	-4%	2%	13%
Cc1ccc(C)c(CSC2=NCCN2C(=O)Cc2ccc([N+](=O)[O-])cc2)c1	?	?	13%	-1%	-25%	i	4%	17%	-27%
CCCS(=O)(=O)N1CCN(C(=O)c2ccccc2F)CC1	-14	16%	9%	-19%	-7%	i	-3%	7%	20%
COc1ccccc1C(=O)c1c(C)c(CCC#N)n2ccccc12	16	-5%	-7%	-7%	-2%	i	2%	-1%	-3%
N#Cc1nc(-c2ccco2)oc1N1CCC(C(N)=O)CC1	1	-6%	3%	-5%	0%	i	3%	-3%	-1%
CCC(C(=O)NC1CCCCC1)N(Cc1cccs1)C(=O)CCC(=O)Nc1cc(C)on1 (stereo not given)	10	-2%	-7%	14%	-10%	i	-20%	10%	-12%
O=C(CCN1C(=O)c2ccccc2C1=O)Nc1cccc(S(=O)(=O)NC2=NCCC2)c1	14	11%	2%	0%	10%	i	-14%	-19%	20%
Cn1c(=NC(=O)CSCC(=O)N2CCCC2)sc2ccccc21	30	14%	4%	0%	1%	i	3%	3%	9%
C/C(=N/NC(=O)CNC(=O)c1cccnc1)c1ccc(Cl)cc1	-12	9%	-1%	1%	2%	i	-3%	-6%	10%
COc1ccc(C2C(C(=O)N3CCCC3)CC(=O)N2c2ccc(OC)cc2)cc1 (stereo not given)	19	14%	-3%	-8%	3%	i	2%	5%	11%
CCOC(=O)c1sc(Nc2ccc(OCC)cc2)nc1C	?	20%	5%	-54%[inhibitor]	22%	i	5%	?	8%
CC(C)(C)S(=O)(=O)N1C[C@H]2CC/C=C\C/C(c3ccccc3)=C\2[C@@H]1CCO	-8	-1%	-12%	4%	1%	i	0%	1%	0%
c1ccc2c(c1)NC(c1ccncc1)n1c-2nc2ccccc21 (stereo not given)	-18	-25%	-44%	19%	22%	i	-3%	?	?
CC(=O)c1c(C)[nH]c(C(=O)COC(=O)c2nccnc2N)c1C	-11	6%	7%	-14%	12%	i	-16%	4%	3%
C[C@@H]1CN([C@@H](C)CO)S(=O)(=O)c2ccc(Br)cc2O[C@H]1CN(C)C(=O)C1CCOCC1	-5	12%	-1%	·	6%	i	12%	·	12%
CN(Cc1cnn(C)c1)Cc1nc(-c2ccc(Cl)cc2)no1	20	4%	-12%	6%	1%	i	?	1%	-1%
CC(NC(=O)COC(=O)COc1cccc2c1OC(C)(C)C2)c1ccccc1 (stereo not given)	i	4%	26%	-9%	3%	i	1%	?	-1%
COC(=O)CN1C(=O)N/C(=C/c2ccc(OC)c(C)c2OC)C1=O	0	1%	-1%	2%	·	i	4%	1%	2%
Cc1cc(C)cc(NC(=O)CSc2nc3c(oc4ccccc43)c(=O)n2-c2ccccc2F)c1	·	·	-10%	·	11%	i	-20%	·	·
Cc1ccc(C(=O)OCC(=O)NC2CCCC(C)C2C)s1 (stereo not given)	-6	8%	-10%	·	·	i	23%	·	2%
Cc1ccc(N(CC(=O)Nc2ccc(C)c(Cl)c2)S(=O)(=O)c2cccs2)cc1	·	·	-23%	·	13%	i	17%	·	·

Pulled by structure from the entries so far (2):
SMILES	IL1B secr inh	HT1080NT lethal	HepG2 viability	SW480 rereplic	ATXN2 expr inh	S2 tox	KB-3-1 cytotox	MCF10A rereplic	HT1080 IDH1KD tx
CCOC(=O)c1sc(Nc2ccc(OCC)cc2)nc1C	?	20%	5%	-54%[inhibitor]	22%	i	5%	?	8%
Clc1ccc(OCc2nnnn2-c2ccccc2)cc1	-30	-2%	-3%	-7%	-2%	i	15%	-3%	-3%

More records follow:
SMILES	IL1B secr inh	HT1080NT lethal	HepG2 viability	SW480 rereplic	ATXN2 expr inh	S2 tox	KB-3-1 cytotox	MCF10A rereplic	HT1080 IDH1KD tx
CN(C(=O)c1ccc(S(=O)(=O)N2CCCC2)cc1)C1CCCCC1	11	-3%	1%	-1%	-8%	i	0%	6%	0%
COc1ccccc1NC(=O)CNC(=O)c1ccc([N+](=O)[O-])cc1	25	-4%	-35%	?	·	i	0%	5%	0%
CS(=O)(=O)c1cnc2c(S(=O)(=O)c3ccccc3)cnn2c1N	4	-6%	-1%	0%	17%	i	-8%	-3%	-10%
CCc1nc2ccc(C(=O)N3CCN(S(=O)(=O)CC)CC3)cn2c1N(CC)Cc1cccc(Br)c1	-22	5%	-27%	·	-24%	?	0%	·	2%
COc1ccc(C(=O)NCC2CCCO2)cc1S(=O)(=O)N1CCCc2ccccc21 (stereo not given)	8	9%	0%	-1%	12%	i	11%	-1%	4%
CC(=O)NC(CC(=O)OCC(=O)N1CCc2ccccc21)c1ccccc1 (stereo not given)	5	1%	-1%	-3%	·	i	6%	?	0%
Cc1occc1C(=O)NNC(=O)c1cccc(F)c1	2	3%	7%	-3%	-4%	i	11%	-4%	?
COc1ccccc1N1CCN(C(CNC(=O)C(=O)NCc2ccc(C)cc2)c2cccnc2)CC1 (stereo not given)	·	·	-33%	·	-9%	?	?	·	·
CC(=O)c1ccc(S(=O)(=O)Nc2ccc(C(=O)N3CCC3)cc2)cc1	10	4%	1%	0%	9%	i	-2%	9%	-4%
O=C(CSC1=Nc2ccccc2C2=NC(c3ccccc3)C(=O)N12)NCC1CCCO1 (stereo not given)	5	6%	-6%	-3%	3%	i	14%	6%	11%
C[C@@H]1CN([C@H](C)CO)C(=O)c2cc(Br)cnc2O[C@H]1CN(C)C	6	10%	-2%	·	9%	i	7%	·	20%
Cc1ccnc(NC(=S)NC(=O)c2cncc(Br)c2)c1	26	0%	-17%	-5%	40%[activator]	i	2%	-1%	0%
NC(N)=NN=C1CCCCCCCCCCC1	-19	-4%	-25%	-2%	-24%	i	-18%	-1%	-12%
O=C(NC(=S)NCCc1ccccc1)c1ccco1	7	7%	2%	-6%	33%	i	2%	0%	7%
CCOCCCNS(=O)(=O)c1ccc(NC(=O)c2ccccc2)cc1	-20	?	-36%	0%	-4%	i	?	-29%	-6%
O=C(O)C1(c2ccccc2)CCN(S(=O)(=O)c2cccc(Cl)c2)CC1	10	-2%	-14%	-13%	5%	i	?	-14%	16%
Cc1ccc2c(COC(=O)c3c(C)noc3C)cc(=O)oc2c1	-10	1%	61%	-1%	10%	i	2%	1%	8%
Cc1c(Cl)cccc1NC(=O)CCn1cnnn1	·	·	-7%	·	5%	i	14%	·	·
COc1cc(C(=O)Nc2ccc(S(=O)(=O)Nc3cc(C)nc(C)n3)cc2)cc(OC)c1OC	-19	12%	6%	-2%	-3%	i	14%	3%	16%
Cc1cccc(NC(=O)CCN2CC(C)OC(C)C2)c1 (stereo not given)	19	0%	-4%	2%	6%	i	-5%	0%	3%
COc1ccc(/C=N/N=C2/NC(=O)C(CC(=O)O)S2)cc1OCc1ccc(Cl)cc1 (stereo not given)	-1	12%	5%	-1%	3%	i	0%	15%	5%
COc1ccc(C)cc1NC(=O)CC(NC(C)=O)c1ccccc1 (stereo not given)	23	5%	3%	-5%	-11%	i	-1%	-8%	-3%
CSc1nc(S(=O)(=O)c2ccccc2)c(Cl)s1	-10	-3%	1%	-5%	-3%	i	16%	15%	-1%
Cc1cccc(C(C)C)c1NC(=O)c1c(-c2ccccc2)noc1C	-15	-18%	-3%	5%	-5%	i	11%	0%	-2%
COc1ccc(NC(=O)C2CCCN2S(=O)(=O)c2ccc3c(c2)CCC(=O)N3)c(OC)c1 (stereo not given)	-15	3%	-20%	0%	8%	i	-7%	-2%	-6%
CCOc1cc(C(=O)Nc2ncccn2)cc(OCC)c1OCC	2	14%	16%	-29%	2%	i	-4%	-5%	8%
CN(C)CCC(Oc1ccccc1OCc1ccccc1)c1ccccc1 (stereo not given)	-90*	?	-53%	?	?	i	-27%	?	?
Cc1nnc(Sc2nc3c(c(=O)[nH]c(=O)n3C)n2Cc2ccccc2)s1	8	0%	-5%	-6%	9%	i	18%	-3%	3%

From PubChem
